PGE2 EP2 inh: blocks the human prostaglandin E2 receptor EP2; P43116; C6 glioma cells expressing human EP2, cAMP TR-FRET; cells stimulated with saturating PGE2; inhibition, % at 25 µM; 0.52% of 260,000 active; AID 1422;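 active = percent inhibition above 40 after rounding to a whole number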;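 note: rat C6 glioma host cells with rolipram phosphodiesterase inhibitor present; the protocol text gives 20 µM as final concentration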
EP2 modulator: modulators of human EP2 prostaglandin E2 receptor | AID 940 | EP2-expressing cells, cAMP HTRF FRET, PGE2 co-stimulation | P43116 | 0.83% of 260,000 active | induction, % at 25 µM;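 active = compounds whose cAMP rise, as percent of the full-agonist control response, exceeds 60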;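 note: rat C6 glioma line stably carrying human EP2 under a CMV promoter; the protocol text gives 20 µM as final concentration; 100% = response of wells given 1 µM PGE2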
NPY1 pot ag: human NPY-Y1 potentiation or agonism, primary screen; AID 1304; P25929; NPY-Y1 expressing cells, potentiator/agonist activation; 0.37% of 220,000 active; activation, % at 3.6 µM; in the data active = activation above about 33%, passing the limit was not always enough;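 note: cells stimulated with NPY at EC10 then isoproterenol at EC100; 0% = low agonist plus stimulus and 100% = saturating agonist plus stimulus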
S1P4 antag: antagonists of human S1P4 receptor | O95977 | S1P4-expressing cells, antagonist mode, reporter read-out | inhibition, % at 4.98 µM | 0.26% of 220,000 active; in the data active = inhibition above about 29%;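 note: 0% = wells stimulated with agonist and 100% = vehicle wells without agonist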
p97 ATPase inh: blocks human p97 ATPase activity. P55072. recombinant p97 ATPase, Kinase-Glo ATP luminescence, 3 h. inhibition, % at 8 µM. 0.42% of 220,000 active; in the data active = inhibition above about 15%;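 note: 0% = DMSO vehicle and 100% = wells lacking enzyme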
S1P4 ag: activates the human S1P4 receptor. O95977. 0.35% of 220,000 active. S1P4-expressing cell line, agonist reporter assay. activation, % at 4.98 µM; in the data active = activation above about 11%;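 note: 0% = DMSO vehicle and 100% = reference agonist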
NPY Y1 blocker: NPY-Y1 (human) receptor antagonism. P25929. HEK293-CNG Y1 cells, membrane potential fluorescence; NPY at EC95, then isoproterenol. inhibition, % at 3.6 µM. 1% of 200,000 active. AID 1040;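 active = inhibition above the campaign mean inhibition of all tested compounds plus 3 SD, cut at about 20% in these data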;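 note: 0% = DMSO wells given NPY plus isoproterenol and 100% = isoproterenol alone without NPY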
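Material: HEK293 cells with Y1 receptor plus CNG channel; times: compound incubation 1 h at room temperature, readout 45 min post-stimulation; signal: fluorescence, membrane potential probe; read-out basis: fluorescence ratio normalized to % inhibition between controls; benchmarks: full-block control isoproterenol-only wells, zero-block control NPY plus isoproterenol wells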
NPY-Y2 PAM-ag: human NPY-Y2 potentiation or agonism, primary screen; P49146; cells expressing NPY-Y2, potentiator/agonist read-out; activation, % at 3.6 µM; 0.45% of 220,000 active; in the data active = activation above about 27%;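 note: cells stimulated with NPY near EC25 plus isoproterenol at EC100; 0% = vehicle plus submaximal agonist and 100% = vehicle plus saturating agonist; some results beyond the cut were filed as inactive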
eIF4E 4G PPI: blocks eIF4E binding to eIF4G; inhibition, % at 21.7 µM; P63073+Q04637; TR-FRET eIF4E-eIF4GI(517-606) binding, 2 h; 0.37% of 220,000 active;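 active = inhibition above about 30%, limit read from the data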;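 note: 0% = full FRET control wells and 100% = background wells lacking eIF4GI fragment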
Target sequence (P63073 whole entry, looked up, the tested form may be a part): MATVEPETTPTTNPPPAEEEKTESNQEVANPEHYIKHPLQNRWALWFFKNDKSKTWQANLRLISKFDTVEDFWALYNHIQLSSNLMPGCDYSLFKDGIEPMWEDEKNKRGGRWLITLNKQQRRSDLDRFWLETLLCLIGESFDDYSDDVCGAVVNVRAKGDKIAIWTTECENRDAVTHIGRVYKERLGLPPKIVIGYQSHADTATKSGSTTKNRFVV
Target sequence (Q04637 whole entry, looked up, the tested form may be a part): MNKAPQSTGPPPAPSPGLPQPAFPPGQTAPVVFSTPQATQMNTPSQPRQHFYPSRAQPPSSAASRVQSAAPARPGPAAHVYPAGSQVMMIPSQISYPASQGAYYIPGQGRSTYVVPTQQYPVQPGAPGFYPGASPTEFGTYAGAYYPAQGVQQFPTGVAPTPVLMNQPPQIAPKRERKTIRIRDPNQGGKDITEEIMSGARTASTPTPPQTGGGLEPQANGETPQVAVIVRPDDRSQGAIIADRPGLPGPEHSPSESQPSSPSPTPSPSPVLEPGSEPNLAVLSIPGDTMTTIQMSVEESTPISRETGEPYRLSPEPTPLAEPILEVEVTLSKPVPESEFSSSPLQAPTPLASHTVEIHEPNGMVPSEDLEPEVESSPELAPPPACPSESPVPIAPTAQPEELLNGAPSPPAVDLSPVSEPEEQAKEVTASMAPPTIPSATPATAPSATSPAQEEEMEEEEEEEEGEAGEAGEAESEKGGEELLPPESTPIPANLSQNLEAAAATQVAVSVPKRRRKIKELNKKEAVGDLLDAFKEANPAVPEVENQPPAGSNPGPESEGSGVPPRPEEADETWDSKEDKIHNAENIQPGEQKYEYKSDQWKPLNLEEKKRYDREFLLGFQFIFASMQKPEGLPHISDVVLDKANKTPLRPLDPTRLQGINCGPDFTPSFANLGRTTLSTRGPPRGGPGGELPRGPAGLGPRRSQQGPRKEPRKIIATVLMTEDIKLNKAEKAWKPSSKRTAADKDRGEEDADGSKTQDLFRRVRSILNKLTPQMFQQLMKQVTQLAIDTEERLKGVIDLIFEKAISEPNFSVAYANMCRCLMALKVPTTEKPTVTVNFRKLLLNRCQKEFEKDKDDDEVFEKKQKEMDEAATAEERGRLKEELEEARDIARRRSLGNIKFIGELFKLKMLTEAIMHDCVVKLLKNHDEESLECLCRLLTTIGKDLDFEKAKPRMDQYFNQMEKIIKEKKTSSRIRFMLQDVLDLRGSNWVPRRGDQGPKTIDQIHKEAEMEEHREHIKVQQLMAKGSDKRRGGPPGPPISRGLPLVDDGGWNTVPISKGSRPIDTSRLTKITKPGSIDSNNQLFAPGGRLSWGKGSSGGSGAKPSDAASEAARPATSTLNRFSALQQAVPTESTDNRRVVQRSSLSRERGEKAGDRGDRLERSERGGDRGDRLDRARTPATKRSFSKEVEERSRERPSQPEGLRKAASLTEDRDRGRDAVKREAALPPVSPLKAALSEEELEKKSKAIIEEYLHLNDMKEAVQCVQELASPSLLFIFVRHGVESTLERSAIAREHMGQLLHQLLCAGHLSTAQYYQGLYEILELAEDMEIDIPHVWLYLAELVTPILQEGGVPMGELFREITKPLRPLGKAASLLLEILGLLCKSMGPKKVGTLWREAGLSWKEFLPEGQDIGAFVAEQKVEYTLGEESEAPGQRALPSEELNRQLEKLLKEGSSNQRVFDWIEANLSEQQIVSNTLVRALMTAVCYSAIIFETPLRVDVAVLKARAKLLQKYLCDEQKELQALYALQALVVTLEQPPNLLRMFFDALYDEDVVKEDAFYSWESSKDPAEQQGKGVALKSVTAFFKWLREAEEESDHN
Numbers without * were called inactive; · = not tested or not shown; & = joins results of further samples; [ ] = another dose, or the depositor's remark. This is a subset; count on the stated rates, not on these rows.

SMILES	PGE2 EP2 inh	EP2 modulator	NPY1 pot ag	S1P4 antag	p97 ATPase inh	S1P4 ag	NPY Y1 blocker	NPY-Y2 PAM-ag	eIF4E 4G PPI
COc1ccc(OC)c(-c2nc3c(C)n[nH]c(=O)c3[nH]2)c1	7	4	5	-3	-3	-1.1	-2	3	-2
N#Cc1cccc(NC(=O)CCn2ccnc2)c1	22	1	17	-10	2	-1.0	3	1	0
CCOC(=O)c1cc(C#N)c(NCc2ccccc2)nc1C	4	·	-18	4	-3	-0.2	-3	1	·
CC12CCC(C/C1=N\OC(=O)c1ccc(F)cc1)C2(C)C (configuration not stated)	5	-54	7	-6	-1	0.0	4	8	3
CC(C)C[C@H](NC(=O)c1nc[nH]c1C(=O)NC1CCN(C(=O)OC(C)(C)C)CC1)C(=O)OC(C)(C)C	9	16	-5	19	-1	-1.4	0	-7	0
CSCCCNC(=S)Nc1ccc(N2CCOCC2)cc1N1CCOCC1	11	21	-10	-7	-1	0.2	3	3	0
COCCN(C(=O)CNC(=O)c1cccs1)C(C(=O)NC1CCCC1)c1cccs1 (configuration not stated)	8	3	9	-28	-3	2.6	2	8	1
FC(F)(F)c1nc2ccccc2n2c(-c3ccc(Cl)cc3Cl)nnc12	15	28	2	-1	1	-1.4	2	-13	3
CCOc1ccc(NC(=O)C2Cc3ccccc3CN2S(=O)(=O)CC)cc1 (configuration not stated)	11	5	15	-12	6	0.4	6	15	-2
Oc1cccc(/C=N/Nc2nn3cnnc3c3ccccc23)c1	13	-23	18	-9	-12	1.0	·	11	-2
Cc1nc(COc2ccccc2Cl)sc1-c1ccnc(N)n1	8	1	8	5	-2	3.0	·	-4	-1
CN(C)S(=O)(=O)c1ccc2c(c1)nc(CCC(=O)Nc1ccc3c(c1)OCO3)n2C	5	-10	17	-4	0	-0.5	-5	0	9[fluorescence artefact?]
COCCn1c(C)cc(C(=O)CSc2nc(C)cc(C)c2C#N)c1C	28	21	7	-26	2	0.3	-8	12	1
Clc1ccc(-c2cnc3n2CCC3)cc1	11	14	16	-19	3	0.7	5	-4	-1
COCc1cc(Sc2ccc(Cl)cc2Cl)nc(-c2ccccc2)n1	4	10	-11	0	4	0.6	4	-4	0
CN(C)C(=O)c1cn(-c2ccccc2)nc1-c1cc2ccccc2o1	1	-15	0	-9	0	0.2	-3	3	4
CCCCC#Cc1cncc(C(=O)N/N=C/c2cccc(OC)c2)c1	11	-39	-7	-2	0	0.6	·	-39	-1
CC1CCCN(S(=O)(=O)c2ccc(S(=O)(=O)N3CCC4(CC3)OCCO4)cc2)C1 (configuration not stated)	3	-41	-14	-10	-3	-0.6	-4	-17	11
COc1ccc2c(c1)C(=O)N(c1ccccc1OC)C(=O)C2	11	10	-22	-3	2	1.5	6	-7	-8
O=C(COC(=O)c1ccc(S(=O)(=O)N2CCCC2)cc1)NCc1ccccc1	8	-6	3	6	3	-1.1	-7	10	12
COc1ccccc1/C=C/C=N/n1c(-c2ccc(Cl)cc2Cl)n[nH]c1=S	9	-26	-9	-21	9	0.6	·	-14	2
CCCN1C(=O)/C(=c2\sc3nc(=O)c(Cc4ccc(C)cc4)nn3c2=O)c2ccccc21	7	18	0	-20	-2	2.8	-4	-3	2
COc1ccc(C(=O)Nc2cc(C)cc(C)c2)cc1S(=O)(=O)N1CCOCC1	16	-30	12	-22	3	0.8	-4	-8	-3
Cc1cc(O)ccc1NC1=CC(=O)CC(C)(C)C1	10	21	8	0	-10	-1.2	4	16	-1
COCCn1c(=S)[nH]c2cc(C(=O)NCCc3ccc(OC)c(OC)c3)ccc2c1=O	7	0	6	-9	2	-0.8	-4	-31	-2

Gathered by group: the compounds so far containing a cyano group (3)
SMILES	PGE2 EP2 inh	EP2 modulator	NPY1 pot ag	S1P4 antag	p97 ATPase inh	S1P4 ag	NPY Y1 blocker	NPY-Y2 PAM-ag	eIF4E 4G PPI
N#Cc1cccc(NC(=O)CCn2ccnc2)c1	22	1	17	-10	2	-1.0	3	1	0
CCOC(=O)c1cc(C#N)c(NCc2ccccc2)nc1C	4	·	-18	4	-3	-0.2	-3	1	·
COCCn1c(C)cc(C(=O)CSc2nc(C)cc(C)c2C#N)c1C	28	21	7	-26	2	0.3	-8	12	1

More results.
SMILES	PGE2 EP2 inh	EP2 modulator	NPY1 pot ag	S1P4 antag	p97 ATPase inh	S1P4 ag	NPY Y1 blocker	NPY-Y2 PAM-ag	eIF4E 4G PPI
O=C1Nc2ccc(S(=O)(=O)N3CCCC3C(=O)O)c3cccc1c23 (configuration not stated)	12	20	0	-7	1	2.2	5	2	-4
Cc1nc(Oc2ccc(Cl)cc2)c2oc3ccccc3c2n1	5	51	-7	-8	2	0.2	0	9	3
COc1ccc(C(=O)Nc2cc(OC)nc(OC)n2)cc1	12	10	-11	-13	-11	3.0	-4	4	5
O=C(O)C1CC=CCC1C(=O)Nc1ccccc1 (configuration not stated)	4	4	2	-3	4	-3.4	6	2	-1[fluorescence artefact?]
S=C(Nc1ccc(Nc2ccccc2)cc1)Nc1ccccn1	9	-52	30	-4	1	-0.6	-12	33*	1
Oc1ccc(Br)cc1C=Nc1ccc2c3c(cccc13)CC2	8	-4	-6	2	2	-0.1	5	4	2[fluorescence artefact?]
COc1ccc(S(=O)(=O)N(CC(=O)O)c2ccccn2)cc1	·	0	7	1	7	0.8	9	18	5
Oc1ccccc1-c1cc(-c2ccccc2)no1	18	-3	29	8	1	1.2	-5	23	8
COc1cc2c(cc1OC)C1(CCCCC1)CN(C)C2	4	-1	16	3	1	0.1	·	0	-11
CC(Sc1nncn1C)C(=O)Nc1nnc(C(C)C)s1 (configuration not stated)	9	-3	10	-8	6	-1.0	3	-14	0[fluorescence artefact?]
COc1cc(S(=O)(=O)Nc2ccc(C)cc2)ccc1N=Cc1c(C)[nH]n(-c2ccccc2)c1=O	4	10	-24	-20	-1	1.1	1	2	5
Cc1ccccc1CSCCC(=O)NCCC1=CCCCC1	10	-21	-9	-13	0	0.1	4	-11	8
COc1ccc2c(C)cc3nncn3c2c1	3	-9	-7	-5	-3	0.6	9	-11	-1
Cc1cc(C)n(-c2ccc(F)cc2)c(=O)c1C(=O)O	7	16	-2	-10	3	-0.1	0	9	1
CCSc1sccc1C1C(C#N)=C(N)N(c2cccnc2)C2=C1C(=O)CCC2 (configuration not stated)	7	-7	5	-23	2	1.1	6	6	-4
CN(C(=O)COC(=O)/C=C/c1ccc(S(=O)(=O)N2CCc3ccccc32)cc1)C1CCS(=O)(=O)C1 (configuration not stated)	9	-34	22	0	4	-0.2	-4	8	-3
COC(=O)C1=C(COc2ccccc2)NC(=O)NC1c1ccc(Br)cc1 (configuration not stated)	13	41	-16	6	3	-0.1	4	12	-1
COC(=O)c1cc(NC(=O)c2cc(-c3ccccc3Cl)oc2C(F)(F)F)ccc1N1CCOCC1	9	-28	40	0	-4	-0.8	·	18	-2
Clc1ccc(Cn2ncc3c(NCc4ccco4)ncnc32)c(Cl)c1	12	-36	1	-7	4	0.1	9	11	·
CCOCCCn1c(SCC(=O)NCc2ccc3c(c2)OCO3)nc2ccccc2c1=O	1	6	-1	5	6	1.8	0	10	-1
COC(=O)[C@@]1(Cc2ccc(OC)cc2)[C@@H]2C(=CC(=O)[C@H]2CC(=O)C(=O)N2CCCC2)CN1C(=O)c1ccccc1	6	37	-49	5	7	0.7	2	-12	4
O=C(c1ccc2c3c(cccc13)CC2)N1CCN(c2ncccn2)CC1	-5	·	-1	-24	1	-0.6	-5	6	·
CCOC(=O)CC(=O)CSc1nc(N)c(C#N)c(-c2ccc(F)cc2)c1C#N	19	23	-4	-7	6	1.1	0	14	-3
Cc1ccc(S(=O)(=O)NC2=NCCC2)cc1	·	7	0	2	4	1.4	-1	-3	-2[fluorescence artefact?]
O=C(O)C(Cc1c[nH]c2ccccc12)N1Cc2ccccc2C1=O (configuration not stated)	3	14	-7	-4	2	1.3	-2	-18	-2
Next compounds:
SMILES	PGE2 EP2 inh	EP2 modulator	NPY1 pot ag	S1P4 antag	p97 ATPase inh	S1P4 ag	NPY Y1 blocker	NPY-Y2 PAM-ag	eIF4E 4G PPI
CCCC(=O)Nc1cccc(NC(=O)c2ccc3c(c2)OCCO3)c1	14&10	-22&-43	-9	-9	-2	0.1	5	-17	-3
COCCN(CCOC)C(=S)Nc1cc(S(=O)(=O)N(C)C)ccc1C	4	-23	10	4	-1	-0.1	-4	6	2
CC12CCC(c3c(C(=O)N4CCOCC4)nn(-c4ccccc4)c31)C2(C)C (configuration not stated)	5	25	16	-13	-10	0.3	-6	3	-3
Cn1c(NC(=O)c2ccccc2Br)cc(=O)n(C)c1=O	9	13	0	-2	4	-1.5	7	-6	3[fluorescence artefact?]
CC(C)C(C)NC(=O)COc1ncnc2ccccc12 (configuration not stated)	15	5	0	-2	3	-1.0	4	-11	-2
COC(=O)CCS(=O)(=O)c1ccc(NC(C)=O)cc1	15	24	9	8	0	-0.9	-1	12	-1
Cc1nn(C)c(C)c1/C=C(/C(=O)C(C)(C)C)n1cncn1	9	13	-2	11	7	0.8	·	8	-1
O=C(CN1C(=O)c2ccccc2S1(=O)=O)NCc1ccco1	12	4	10	-12	1	1.2	2	-8	0
COc1ccc(-n2nc(C(=O)NCc3ccco3)c3c4ccccc4n(C)c3c2=O)cc1Cl	7	15	-19	-3	1	1.5	1	3	4[fluorescence artefact?]
O=c1[nH]c2ccc(S(=O)(=O)N3CCN(c4ccccc4)CC3)cc2[nH]c1=O	7	30	-7	-15	1	-0.8	-3	-17	-6
Cc1nnc(N2C(=O)C(O)=C(C(=O)c3ccco3)C2c2cccc3ccccc23)s1 (configuration not stated)	18	35	-23	11	9	-1.5	·	-65	5
O=C(Nc1cccc2ccccc12)N1CCN(c2ccc(F)cc2)CC1	10	-4	-5	-3	-1	0.8	6	-14	-3
CCC(Oc1ccccc1)C(=O)Nc1nc2c(s1)C(=O)CC(C)(C)C2 (configuration not stated)	9	6	13	-5	4	-0.5	4	4	1
CC1CCC(C(=O)NC(C(=O)NCCCN2CCOCC2)C(C)C)CC1 (configuration not stated)	2	7	-3	13	4	1.2	-4	-4	-3[fluorescence artefact?]
O=C1[C@@H]2[C@H](C(=O)N1Cc1cccnc1)[C@H]1C=C[C@@H]2C1	6	13	-28	-4	1	3.5	6	0	-2[fluorescence artefact?]
COc1cccc(CN2CCN(C(=O)c3cc(-c4ccccn4)nc4ccc(Cl)cc34)CC2)c1	7	5	1	5	0	-1.1	5	8	-14
CS(=O)(=O)N1CCCC(C(=O)Nc2ccc(F)cc2F)C1 (configuration not stated)	9	7	-1	-3	4	-0.9	0	-1	0
COC(=O)c1sc(-c2ccc(Cl)cc2)cc1NC(=O)CSCC(=O)O	10	-33	-3	7	-3	0.5	·	25	-4
CN(Cc1nc(-c2cnccn2)no1)CC1(c2ccccc2)CC1(C)C (configuration not stated)	8	4	21	-15	-2	0.7	4	-22	-3
CC(NS(=O)(=O)c1ccc(Br)cc1)C(c1cccs1)N1CCN(C)CC1 (configuration not stated)	14	-4	-3	-6	4	-1.4	4	-6	2
CSc1nc2ccc3nc(NC(=O)c4cccs4)sc3c2s1	11	-30	-2	-10	4	0.4	2	11	-110[fluorescence artefact?]
COn1c(-c2ccccc2)nc2c1CCc1nonc1-2	6	-13	-16	1	2	0.2	1	4	9
